# High-throughput results (PubChem BioAssay)
# Insulin prom inh = inhibitors of insulin promoter-driven GFP, primary screen, imaging, TRM-6 cells (human fetal islet line), eGFP reporter, cell count; reporter expression induced with tamoxifen; inhibition, % at 2 µM; 130,000 compounds, 0.9% hits;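 active = inhibition above the mean plus 3 SD, with well images judged a real hit on visual review, cut at about 60% in these data, passing the limit was not always enough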
# sdo1 growth = growth rescue of sdo1-depleted yeast, primary screen, S. cerevisiae, bone marrow failure model | S. cerevisiae sdo1-depleted JHY4D growth rescue, OD600 30 h; hits give high values; pdr5 snq2 efflux-pump mutant strain | z-score at 10 µM | 140,000 compounds, 0.21% hits | AID 817, 2007;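 active = z-score above 3 at both the 24 hr and the 30 hr optical density reads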;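 also: z-score against mean and SD of all compound wells on the same plate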
# sdo1 growth Rescue 24 h = further read-out of sdo1 growth, marked with its call; z-score; S. cerevisiae sdo1-depleted JHY4D growth rescue, OD600; measured here: growth rescue at 24 h;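 0 is the plate mean of compound wells and units are plate SD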
# Numbers without * were called inactive; nt = no result given; & = joins results of further samples.
SMILES,Insulin prom inh,sdo1 growth,sdo1 growth Rescue 24 h
O=S(=O)([O-])CCC[N+]1(CC#Cc2ccccc2)CCCCC1,-29,nt,nt
CCSc1nnc(-c2ccc(OC)cc2)o1,-7,0.18,0.14
COc1ccccc1NC(=O)CNC(=O)c1ccccc1,23,0.38,-0.03
CCCNC(=O)CN(c1ccc(F)cc1)S(=O)(=O)c1ccc2c(c1)OCCO2,7,-0.1,-0.44
O=C(Oc1cccc(OC(=O)N2CCCCC2)c1)N1CCCCC1,-36,nt,nt
c1ccc(Nc2nc(N3CCOCC3)nc(N3CCOCC3)n2)cc1,nt,4.5,2.4
COc1cccc(CNC(=O)c2cc3c(C)nc4ccccc4c3o2)c1,nt,-1.6,-1.4
Cn1c(SCC(=O)Nc2nc3ccccc3s2)nnc1-c1ccccc1,0,-1.2,-0.42
O=C(Nc1nnc(C2CCCO2)s1)c1ccc(Br)cc1 (stereo not given),0,-0.1,0.82
CC(=O)Oc1ccc(/C=c2\sc3ncnn3c2=O)cc1,-36,0.68,0.13
CCN(CC)C(=O)c1ccc(N)cc1,-58,nt,nt
CCN1C(=O)CSc2ccc(C(=O)NCc3ccc(OC)cc3)cc21,nt,0.91,0.67
O=C1OCc2cc(NS(=O)(=O)c3cccs3)ccc21,-414,0.75,-0.1
CC(=O)NCC(=O)OC(C)C(=O)Nc1ccc(C(C)=O)cc1 (stereo not given),20,0.43,-0.36
COc1cc(C=O)ccc1OCc1cccc(Br)c1,0,0.29,-0.58
CCOc1ccc(OCC)c2sc(C)nc12,-52,0.47,0.28
COc1ccc(OC2C(=O)N(Cc3ccc4c(c3)OCO4)C2c2cccs2)cc1 (stereo not given),nt,-1.1,-0.01
COc1ccc(/C=N/NC(=O)c2ccc(-c3ccccc3)cc2)cc1O,-7,0.57,1.9
CCOC(=O)c1cc2sccc2n1CC(=O)O,60,0.37,-0.07
O=C(Cn1cnc2c(oc3ccccc32)c1=O)c1ccccc1,nt,-1.5,-1.4
CCOC(=O)N1CCC(N2Cc3cccc(C(=O)N4CCN(c5cccc(Cl)c5)CC4)c3C2=O)CC1,38,nt,nt
Cc1cc(NC(=O)CSc2nnc(C3CC3)n2N)c([N+](=O)[O-])cc1C,14,nt,nt
O=C1CC(c2ccccc2)Cc2nc(N3CCc4ccccc4C3)ncc21 (stereo not given),3,-1.3,-0.85
COC(=O)c1ccc(CSc2nnnn2Cc2ccccc2)cc1,-37,0.31,0.49
O=C(/C=C/c1ccc(F)cc1)NCCc1ccc2c(c1)OCCO2,nt,-0.46,-0.36
CC(=O)Nc1nc(-c2ccc3c(c2)CCO3)cs1,48,nt,nt
S=C1NCCOCCOCCOCCNC(=S)NCCOCCOCCOCCN1,57,0.23,0.42
CCN(CC)CCP(=O)(c1ccccc1)c1ccccc1,-7,0.95,0.23
COc1ccc(C(CNC(=O)CCOc2ccccc2)N(C)C)cc1 (stereo not given),11,1.1,0.7
COc1cc2c(cc1NC(=O)C1CCCO1)oc1ccccc12 (stereo not given),21,-1.3,-0.73
CCOc1cc(NC(=S)NCc2ccco2)c(OCC)cc1NC(=O)CC(C)C,nt,-0.56,-0.15
O=C(CCNS(=O)(=O)c1ccc(Cl)cc1)NCc1cccs1,25,nt,nt
O=C(/C=C/c1cccc([N+](=O)[O-])c1)NCCSCc1ccc(Cl)cc1,-16,-1.8,-1.2
CCOc1ccccc1N1CCN(S(=O)(=O)c2ccc3c4c(cccc24)C(=O)N3)CC1,16,-0.35,0.13
COc1ccc(C2NC(c3ccc(OC)c(OC)c3OC)C(C)C(=O)C2C)c(OC)c1OC (stereo not given),-63,-0.36,-0.34
CCOCCCn1c(=S)[nH]c2cc(C(=O)N3CCN(C)CC3)ccc2c1=O,nt,-0.08&-0.96,-0.76&-1.5

# A draw from above in order of formula weight, smallest number first.
SMILES,Insulin prom inh,sdo1 growth,sdo1 growth Rescue 24 h
CC(=O)Nc1nc(-c2ccc3c(c2)CCO3)cs1,48,nt,nt
CCN(CC)CCP(=O)(c1ccccc1)c1ccccc1,-7,0.95,0.23
COc1cc2c(cc1NC(=O)C1CCCO1)oc1ccccc12 (stereo not given),21,-1.3,-0.73
O=C(/C=C/c1ccc(F)cc1)NCCc1ccc2c(c1)OCCO2,nt,-0.46,-0.36
COc1ccc(C(CNC(=O)CCOc2ccccc2)N(C)C)cc1 (stereo not given),11,1.1,0.7
COc1ccc(/C=N/NC(=O)c2ccc(-c3ccccc3)cc2)cc1O,-7,0.57,1.9
O=C1CC(c2ccccc2)Cc2nc(N3CCc4ccccc4C3)ncc21 (stereo not given),3,-1.3,-0.85
O=C(CCNS(=O)(=O)c1ccc(Cl)cc1)NCc1cccs1,25,nt,nt
Cc1cc(NC(=O)CSc2nnc(C3CC3)n2N)c([N+](=O)[O-])cc1C,14,nt,nt
O=C(/C=C/c1cccc([N+](=O)[O-])c1)NCCSCc1ccc(Cl)cc1,-16,-1.8,-1.2
CCOCCCn1c(=S)[nH]c2cc(C(=O)N3CCN(C)CC3)ccc2c1=O,nt,-0.08&-0.96,-0.76&-1.5
CCOc1cc(NC(=S)NCc2ccco2)c(OCC)cc1NC(=O)CC(C)C,nt,-0.56,-0.15
CCOc1ccccc1N1CCN(S(=O)(=O)c2ccc3c4c(cccc24)C(=O)N3)CC1,16,-0.35,0.13
COc1ccc(C2NC(c3ccc(OC)c(OC)c3OC)C(C)C(=O)C2C)c(OC)c1OC (stereo not given),-63,-0.36,-0.34
S=C1NCCOCCOCCOCCNC(=S)NCCOCCOCCOCCN1,57,0.23,0.42
CCOC(=O)N1CCC(N2Cc3cccc(C(=O)N4CCN(c5cccc(Cl)c5)CC4)c3C2=O)CC1,38,nt,nt

# Carrying on:
SMILES,Insulin prom inh,sdo1 growth,sdo1 growth Rescue 24 h
CCn1c(CSc2nc(C)cs2)nc2cc(S(=O)(=O)N(C)C)ccc21,-43,0.33,1.8
CN(C)c1ccc(C2N3CC4(C)CN2CC(C)(C3)C4O)cc1 (stereo not given),nt,1.8,1.6
CCOC(=O)c1sc2nc(CC(=O)OC)nc(N(C)CCc3ccccn3)c2c1C,-50,nt,nt
N/C(=N\S(=O)(=O)c1ccccc1)c1ccc([N+](=O)[O-])cc1,44,2.5,1.3
CSc1nnc(-c2ccc(S(=O)(=O)N3CCCC3)cc2)n1C,27,1.1,0.27
CNC(=O)Cc1csc2ccc(Cl)cc12,nt,0.6,0.97
N#Cc1ccc(/C=N/N=C(N)N)cc1,5,0.55,-0.2
COc1ccccc1OCCCCN1CCN(c2ccccc2OC)CC1,29,0.55,0.4
COC(=O)c1c(-c2ccccc2)csc1NC1=NS(=O)(=O)c2ccccc21,15,0.09,0.85
CCOC(=O)c1c(NC(=O)C(=O)N/N=C/c2ccccc2OC)sc2c1CCCCC2,nt,-0.55,-0.98
O=C(C1CCN(S(=O)(=O)c2cccc3cccnc23)CC1)N1CCN(c2ccccn2)CC1,nt,1.1,1.1
Cc1cc(C(=O)Nc2c(C)nn(Cc3c(Cl)cccc3Cl)c2C)no1,-40,0,0.06
N#Cc1cn(Cc2ccccc2)c2ccccc12,-347,-0.48,0.02
COCC(=O)Nc1nc2n(n1)C(c1ccccc1Cl)CC(c1ccc(OC)cc1)N2 (stereo not given),nt,-0.43,-0.29
Cc1ccc(C(=O)NC2CCCCC2)cc1,6,0.47,0.39
CCn1c(=N)c(S(=O)(=O)c2ccc(C)cc2)cc2c(=O)n3ccccc3nc21,5,nt,nt
CCCNc1nc(N2CCOCC2)nc(N2CCOCC2)n1,-36,1.3,0.77
COc1ccc(C2=NOC3(CC(=O)N(c4ccc(Cl)cc4)C3=O)C2)c(OC)c1 (stereo not given),0,1.5&0.74,1.1&0.22
O=C(CSc1nc2c(cnn2-c2ccc(F)cc2)c(=O)[nH]1)N1CCCCC1,nt,0.36,-0.03
COc1ccc(CN2CNc3c(c(=O)n(C)c(=O)n3C)C2)cc1,-6,1.3,0.05
Cc1ccc(-c2nn(-c3ccccc3)cc2/C=C(\C#N)c2cccc(C#N)c2)o1,-164,-1.4,0.32
C#CC(C)(CC)NC(=O)c1cc2nc(C3CC3)cc(C(F)(F)F)n2n1 (stereo not given),-100,nt,nt
CC(=O)c1c(C)[nH]c(C(=O)OCn2nnc3ccccc3c2=O)c1C,-29,0.05,-0.53
C=CCn1c(SCC(=O)NCCCC)nc2scc(-c3ccco3)c2c1=O,-5,-0.92,-0.54
COc1cccc(NC(=O)N2CCN(c3ccc(C(F)(F)F)cn3)CC2)c1,-43,-0.61,-0.78
CC(=O)c1c(C)[nH]c(C(=O)COC(=O)CNS(=O)(=O)c2ccccc2)c1C,nt,1.2,2.3
CN(CCCC(=O)Nc1ccncc1)S(=O)(=O)c1ccc(Cl)cc1,-16,0.12,0.26
CCOc1ccc(C)cc1S(=O)(=O)NC1CCCCC1,-41,-1.4,-1.6
O=C(NC(=S)Nc1ccc2[nH]c(=O)[nH]c2c1)c1cncc(Br)c1,-76,nt,nt
CCCCc1ccc(NC(=O)N[C@H](C(=O)O)C(C)C)cc1,11,-0.58,-0.85
Cc1ccccc1NC(=O)c1ccccc1O,9,-0.92,-0.36
O=C(CSc1nc2cc(S(=O)(=O)N3CCOCC3)ccc2o1)Nc1c(F)cccc1F,24,nt,nt
COc1ccc(N(CC(=O)Nc2ccc3c(c2)OCO3)S(=O)(=O)c2ccc(C)cc2)cc1OC,50,nt,nt
O=C(O)c1cccc(NS(=O)(=O)c2ccc3nnn(O)c3c2)c1,26,0.83,0.61
O=C(c1ccc(S(=O)(=O)NCc2ccco2)cc1)N1CCCC1,31,nt,nt
Cn1c(=O)n(CC(=O)NCc2cccnc2)c2ccccc21,-144,1.1,0.16
COc1ccc(C(=O)N2CCCC(C(=O)N3CCCCCC3)C2)cc1 (stereo not given),-28,4.2*,5.1*
CSc1nnc2n(Cc3ccccc3)c(=O)c3c4c(sc3n12)COC(C(C)C)C4 (stereo not given),10,-1.7,-1.6
COc1ccc(N2CCN(C(=O)/C(C#N)=C/c3ccccc3)CC2)cc1,11,nt,nt
COc1ccc(/C=N/Nc2nc(Nc3ccccc3)nc(N3CCCC3)n2)cc1,-44,nt,nt
Cc1cc(C)c(S(=O)(=O)NCCn2ccc3ccccc32)c(C)c1,nt,-2,-1.7
Cc1ccc(C(=O)NCC(=O)OCC(=O)Nc2ncc(C(F)(F)F)cc2Cl)cc1,nt,0.49,-0.26
C/C=C/CSc1nc2c(c(=O)[nH]c(=O)n2C)n1C(C)C,32,0.09,0.19
O=C(Nc1ccc(S(=O)(=O)N2CCCCC2)cc1)c1ccncc1,-8,0.51,0.03
Cc1nc2ccccn2c1C(=O)NCCCN1CCOCC1,-19,1.9,3.1
CSc1n[nH]c(NCc2ccccc2)n1,50,0.52,0.55
O=c1c([N+](=O)[O-])cccn1Cc1ccccc1Cl,27,nt,nt
Cc1ccc(Nc2nnc(SCC(=O)Nc3cccc(S(=O)(=O)N4CCCCC4)c3)s2)cc1,nt,-0.09,-0.06
COc1ccc2[nH]cc(C(=O)N3CCCCC3)c(=O)c2c1,-71,0.98,0.33
Cc1cccc(/C=C/C(=O)c2ccc(NC3=NCCCS3)cc2)c1,nt,-1.9,-1.5
O=C(Nc1ccc(S(=O)(=O)N2CCCCC2c2cccnc2)cc1)c1ccccc1F (stereo not given),-82,nt,nt
CC1CCCC(C)N1CCCNC(=O)Cn1cc2c(n1)CCCC2 (stereo not given),nt,-0.62,-1.3
Nc1cc(S(=O)(=O)C(F)(F)F)ccc1C(=O)O,-42,0.78,0.28
CCOc1ccc2nc(SCC(=O)c3cccs3)sc2c1,-152,-0.2,-0.76
Cc1ccc(Cn2nnc3c(=O)n(CC(=O)NCc4ccccc4)cnc32)cc1,10,nt,nt
O=C1c2ccccc2COc2ccc(O)cc21,14,-0.3,-0.03
Cc1cc2c(c(N3CCOCC3)n1)C(=O)OC2,-64,2.1,1.7
O=C(c1cn(-c2ccccc2)nc1-c1cccs1)N1CCN(c2ccccn2)CC1,-24,-2.3,-1.9
O=Cc1ccc2noc(-c3ccc(Cl)cc3)c2c1,-57,-0.26,-0.44
CCOC(=O)N1CCC(C(=O)Nc2ccc(OCC)cc2)CC1,nt,0.88,0.09
# Other results follow.
SMILES,Insulin prom inh,sdo1 growth,sdo1 growth Rescue 24 h
CCOC(=O)C1=C(C)NC(=S)NC1/C=C/c1ccccc1 (stereo not given),nt,-0.2,-0.31
CC(C)N1C(=O)CCC1C(=O)NCc1ccccc1Cl (stereo not given),-25,0.32,-0.88
C/C(N)=C(/C#N)C(=O)COC(=O)c1cc2c(s1)CCCC2,-7,nt,nt
O=[N+]([O-])c1ccc(/C=C/C2=NN(c3ccccc3)C(c3ccco3)C2)cc1 (stereo not given),-285,1.1,3.4
COc1ccc(NC(=O)c2ccccc2S(=O)c2ccccc2C#N)cc1 (stereo not given),21,nt,nt
O=C(Nc1cccc(NC(=O)N2CCN(c3ccccc3)CC2)c1)N1CCN(c2ccccc2)CC1,nt,0.26,-0.62
Cc1sc2ncnc(SCC(=O)NNC(=O)COc3cccc4ccccc34)c2c1C,nt,0.53,1.8
CC(C)C(=O)Nc1nnc(SCC(=O)NCc2cccs2)s1,nt,1,1.3
O=C(c1ccc(F)cc1)C1CCN(C(=O)NCc2ccccc2)CC1,-123,-0.47,-1.4
O=[N+]([O-])c1cccc(S(=O)(=O)N2CCCCCC2)c1,-14,0.38,-0.08
O=C(CN(c1ccccc1F)S(=O)(=O)c1ccccc1)N1CCCCCC1,17,-1.2,-0.62
CCOC(=O)C(=CNc1cc(C)ccc1C)C(=O)OCC,22,-0.43,-0.11
COc1ccc(C(=O)NCC(C)CN(C)C)cc1 (stereo not given),nt,1.7,1.4
CCOC(=O)c1cc(NC(=O)c2cccnc2)cc(C(=O)OCC)c1,56,-0.71,-0.81
O=C(COC(=O)C1CSC2(c3ccc(F)cc3)CCC(=O)N12)NC(=O)NC1CCCC1 (stereo not given),-50,nt,nt

# An unsorted share of the library; 0.91% or so of the library scored in one or more.
